Eya2 inh = blocks the phosphatase activity of human Eya2 | O00167 | actives 0.006% (n = 330,000) | recombinant Eya2, OMFP fluorescence dephosphorylation (OMFP is methylfluorescein phosphate) | Potency, µM (doses to about 76.9 µM), inactives show top-dose activity, negative = inhibition, actives largely listed as inhibitors; note: potency is the fitted concentration of half-maximal effect; % is set by controls: 0 for no effect and ±100 for the full control effect
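Eya2 (0.2 uM) preincubated 10 min at ambient with compound, then OMFP substrate added at 50 uM; 10 min reaction in 50 mM HEPES pH 7.5, 50 mM NaCl, 5 uM MgCl2, 0.05% BSA, 1 mM DTT. Fluorescence read at Ex 485/Em 525 nm.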
B2AR arrestin = beta2AR (human) beta-arrestin recruitment activity | actives 0.02% (n = 330,000) | beta-arrestin recruitment to beta2AR, cell-based reporter | P07550 | Potency, µM (series often up to 46.1 µM), inactives show top-dose activation, actives largely listed as activators;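 note: potency is the fitted concentration of half-maximal effect; 0% = DMSO controls and full agonism = EC100 isoproterenol or metaproterenol; nearly all actives have a fitted effect of over 65% in size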
TCR activator = T cell receptor activation; primary human leukocytes, anti-CD3, IL-2 HTRF, 48 h; Potency, µM (doses to about 9.22 µM), without a hit: at the top dose activation of IL-2 secretion, hits mostly activators; 330,000 tested, under 10 active; note: % of control where 0% means no effect
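1) Mix primary human leukocytes, a-CD3 beads and compound. 2) Incubate 48 hr. 3) Add HTRF IL-2 reagents (a-IL-2-K, a-IL-2-d2).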
Mito fusion yeast = mitochondrial division inhibition or fusion activation. S. cerevisiae fusion-defective mutant growth rescue, CellTiterGlo 48 h. Potency, µM (series often up to 46.1 µM), inactives show at the highest dose growth rescue (activation), usual class: activators. actives 0.23% (n = 320,000). AID 485298;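 note: potency is the fitted concentration of half-maximal effect; % of control where 0% means no effect; nearly all actives have a fitted effect of over 45% in size; temperature-sensitive fusion mutants such as fzo1-1 at 37 °C on non-fermentable ethanol glycerol medium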
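Temperature-sensitive fusion-defective S. cerevisiae (e.g. fzo1-1, mgm1-5) were grown with compound in YPEG medium (3% ethanol, 3% glycerol) for 48 hours at 37C. Growth rescue was measured as viability by CellTiterGlo luminescence after 10 minutes at ambient.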
uPA generation = cell surface uPA generation inhibition; cell surface uPA generation assay, qHTS; Potency, µM (highest dose often 38.3 µM), inactives show at the top dose activity change, negative = inhibition, actives largely listed as inhibitors; actives 0.31% (n = 330,000); active = well fitted inhibition curve with a large enough effect; inconclusive = small, poorly fitted or top-dose-only effect; inactive = no such curve, though single readings can be large or run the other way; tested in mouse RAW 264.7 cells; note: potency is the fitted concentration of half-maximal effect; % is set by controls: 0 for no effect and ±100 for the full control effect; nearly all actives have a fitted effect of over 55% in size
USP2a block = USP2a (human) protease inhibition; O75604; USP2 core, Ub-CHOP2 coupled fluorogenic reporter, 485/531; Potency, µM (top dose mostly 38.3 µM), without a hit: top-dose activity change, negative = inhibition, usual class: inhibitors; actives 0.01% (n = 330,000);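 note: potency is the fitted concentration of half-maximal effect; plate controls were DMSO wells for no effect and full inhibition by NEM control for full effect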
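Deubiquitinase activity read as fluorescence (485/531 nm) after Ub-CHOP2 cleavage activates the enterokinase reporter on its substrate; USP2 core 10nM, Ub-CHOP2 and substrate 25nM each, 30min compound preincubation then 60min RT; data normalized to NEM, curves fitted.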
Chronic BCR inh = blocks chronic active B-cell receptor signaling; ABC-DLBCL IkBa-CBG/CBR reporter, luminescence ratio, 4 h; Potency, µM (series often up to 46.1 µM), inactives show top-dose ratio change, negative = lower green/red ratio, actives largely listed as inhibitors; actives 0.05% (n = 340,000); AID 493014; active = well fitted inhibition curve with a large enough effect in the signal ratio, with a control signal flat, not every such curve was filed as active; inconclusive = small, poorly fitted or top-dose-only effect, or effect the other way, or a change in a side signal; the % refers to the signal ratio;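 note: potency is the fitted concentration of half-maximal effect; plate controls were basal doxycycline-induced cells for no effect and cells given 10 µM MG132 for full effect; MG132 reads +100%, hits lower the ratio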
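Compounds up to 46 uM were incubated four hours with TMD8 cells whose green CBG68 luciferase is fused to IkappaBalpha; red CBR luminescence normalised the signal, and concentration-effect curves were fitted to fusion, red and ratio data.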
Tb PFK block = blocks T. brucei phosphofructokinase | Potency, µM (titrated, usually from 57.5 µM), for the others: top-dose activity, negative = inhibition, most hits filed as inhibitors | T. brucei PFK, ADP-Glo luminescence | actives 0.17% (n = 330,000) | O15648;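 note: potency is the fitted concentration of half-maximal effect; 0% = uninhibited 1x PFK enzyme wells and -100% = no-enzyme wells; nearly all actives have a fitted effect of over 60% in size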
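1.25 nM PFK with 0.5 mM F6P and 0.1 mM ATP in 0.1 M TEA pH 8.0, 5 mM MgCl2, incubated 45 min at room temperature; ADP measured by ADP-Glo luminescence; compounds titrated up to 57 uM.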
TSHR antag = antagonists of human thyroid stimulating hormone receptor. P16473. TSHR-expressing cells, TSH-stimulated cAMP HTRF, 2 h; stronger effect = lower value. activity change, negative = inhibition, % at 11.5 µM. actives 0.2% (n = 330,000). AID 504810;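 active = activity change below a set negative limit, meaning inhibition stronger than a set level, cut at about -70% in these data; inconclusive = activity change between two set negative limits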; note: % is set by controls: 0 for no effect and ±100 for the full control effect
Target sequence (P16473 whole entry, looked up): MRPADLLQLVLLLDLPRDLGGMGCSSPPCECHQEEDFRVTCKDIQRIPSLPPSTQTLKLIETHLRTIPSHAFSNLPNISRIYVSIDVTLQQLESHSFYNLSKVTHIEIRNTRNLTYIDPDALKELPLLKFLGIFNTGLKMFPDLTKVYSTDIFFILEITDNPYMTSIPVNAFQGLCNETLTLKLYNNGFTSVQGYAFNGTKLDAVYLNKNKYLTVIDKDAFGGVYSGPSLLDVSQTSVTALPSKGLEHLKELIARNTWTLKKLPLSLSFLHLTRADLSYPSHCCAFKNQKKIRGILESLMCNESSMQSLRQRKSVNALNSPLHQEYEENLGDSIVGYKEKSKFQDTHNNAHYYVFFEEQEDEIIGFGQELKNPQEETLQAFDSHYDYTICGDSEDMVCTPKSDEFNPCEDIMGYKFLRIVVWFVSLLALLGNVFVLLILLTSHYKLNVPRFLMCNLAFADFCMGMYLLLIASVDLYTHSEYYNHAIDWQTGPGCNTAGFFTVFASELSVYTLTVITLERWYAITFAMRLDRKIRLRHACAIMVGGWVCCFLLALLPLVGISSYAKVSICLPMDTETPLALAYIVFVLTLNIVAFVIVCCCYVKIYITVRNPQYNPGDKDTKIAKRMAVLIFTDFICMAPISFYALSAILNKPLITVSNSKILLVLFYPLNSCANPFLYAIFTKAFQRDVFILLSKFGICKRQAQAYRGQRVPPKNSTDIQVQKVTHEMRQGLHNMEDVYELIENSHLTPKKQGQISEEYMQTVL
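Antagonism was scored as loss of TSH-driven cAMP in TSHR cells, stimulated with 4nM TSH (EC80) for 2 hours at 37 deg C and detected by homogeneous HTRF competition immunoassay.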
ELG1 DNA repair = inhibitors of ELG1-dependent DNA repair in HEK293T cells. HEK293T ELG1-luciferase reporter, luminescence, 16 h; DNA damage induced by 5-fluorouridine. Potency, µM (titrated, usually from 46.1 µM), inactives show at the top dose activity change, negative = inhibition, actives largely listed as inhibitors. actives 2.3% (n = 330,000). AID 504467; note: potency is the fitted concentration of half-maximal effect; % is set by controls: 0 for no effect and ±100 for the full control effect; nearly all actives have a fitted effect of over 55% in size
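Cells (2,000 per well) received 5-fluorouridine plus test compound or DMSO and were incubated 16 hr at 37 °C, 5% CO2. Luciferase activity was read by luminescence 30 min after ONE-Glo addition; signal suppression marked inhibition of damage-induced ELG1 function.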
TSG101-PTAP inh = blocks PTAP/TSG101 interaction to inhibit HIV-1 budding; Q99816; Fluorescence polarization, FITC-PTAP peptide / Tsg101 binding; Potency, µM (series often up to 115 µM), without a hit: at the top dose activity change, negative = inhibition, hits mostly inhibitors; 340,000 tested, under 10 active; AID 493005; active = well fitted inhibition curve with a large enough effect in the main read-out, with a control signal flat, not every such curve was filed as active; inconclusive = small, poorly fitted or top-dose-only effect, or effect the other way, or a change in a side signal; inactive = no such curve, though single readings can be large or run the other way; note: potency is the fitted concentration of half-maximal effect; % of control where 0% means no effect
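Tsg101 binding domain (10 uM final) was mixed with compound and a FITC-labeled PTAP peptide (50 nM final) in HEPES pH 7.5 buffer with NaCl, Tween 20, EDTA and TCEP; fluorescence polarization was read after 20 min at r.t.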
Starred values were filed as active, the others as inactive; ? = inconclusive; nt = no result given; [ ] = remark or other dose. Unless noted, calls come from the whole dose curve; as a rule, active = well fitted curve in the direction sought with a large enough effect; inconclusive = small, poorly fitted or top-dose-only effect, or another doubt; inactive = no such curve, though single readings can be large; an effect the other way counts as inactive or inconclusive.

SMILES | Eya2 inh | B2AR arrestin | TCR activator | Mito fusion yeast | uPA generation | USP2a block | Chronic BCR inh | Tb PFK block | TSHR antag | ELG1 DNA repair | TSG101-PTAP inh
COc1ccccc1CNC(=O)COC(=O)c1cccc(S(=O)(=O)N2CCOCC2)c1 | -7% | -0.3% | -2% | 3% | 1% | 2% | ? | -1% | -4 | 0% | -3%
C=CCn1c(C(CC)CC(C)(C)O)n[nH]c1=S (configuration not stated) | 0% | -0.2% | 9% | 0% | 16% | 1% | 6% | 8% | -2 | 4% | -2%
Cn1cnnc1SCc1nc(N)nc(Nc2ccccc2)n1 | 9% | 0.2% | 2% | -1% | -5% | -1% | -2% | -1% | 8 | ? | -4%
CCOC(=O)C1=C(C)NC(C)=C(C(=O)OCC)C1c1cccs1 | -8% | -0.8% | 0% | 29% | -1% | 3% | -9% | 0% | -9 | -16% | -1%
O=C(Nc1cc(N2CCOCC2)ncn1)NC1(C(F)(F)F)Oc2ccccc2O1 | -17% | 2.3% | 2%[46.1 µM] | -1% | -7% | -1% | ? | 4% | -5 | -1% | -2%
Cc1nnc(SCC(=O)N(CC(C)C)C2CCS(=O)(=O)C2)s1 (configuration not stated) | 0% | 0.3% | 3% | 0% | 8% | 1% | 8% | -5% | 13 | 15% | 0%
CCN(CC)C(=O)c1ccccc1NS(=O)(=O)c1ccc(C)cc1 | -10% | 2.6% | -5% | 1% | nt | 0% | -24% | -2% | -2 | 0% | -6%
c1ccc2c(CSc3ncnc4nc[nH]c34)cccc2c1 | -2% | 0.3% | -5% | ? | 1% | -1% | ? | 0% | ? | ? | 1%
O=c1[nH]cnc2cc(-c3ccc(Br)cc3)sc12 | -9% | -0.6% | -16% | ? | 6% | -1% | -9% | -1% | -12 | ? | -6%
CCOC(=O)Cc1csc(NC(=O)CSc2nncn2C)n1 | -9% | 0.0% | 5%[46.1 µM] | -1% | 3% | -6% | 1% | 2% | 11 | -4% | 1%
CCc1nn(C)c(-c2n[nH]c(=S)n2N)c1Cl | -20% | 0.1% | 0% | -2% | -2% | 1% | 3% | -11% | 0 | -13% | -3%
Cc1cc(OCC(=O)NCC(O)c2ccccc2)c2c(C)c(C)c(=O)oc2c1 (configuration not stated) | 13% | -0.6% | 2% | -14% | 0% | 2% | -7% | -1% | -11 | 4% | -7%
Cc1c(NC(=O)C2CCN(S(=O)(=O)c3ccc(Cl)cc3)CC2)c(=O)n(-c2ccccc2)n1C | 1% | 0.3% | 3% | 0% | nt | 1% | 0% | 0% | 1 | -10% | -7%
COc1cc(OC)c(OC)cc1CN1CCN(Cc2cccc(F)c2)CC1 | 7% | -0.2% | -10% | -4% | -12% | 2% | 4% | 0% | 1 | 23% | -1%
NC(=O)C1CCN(c2nc(-c3ccccc3)nc3c2oc2ccccc23)CC1 | 13% | 0.4% | 0% | 0% | 0% | -2% | 2% | -6% | 23 | ? | 2%
Cc1cc(Oc2ccc(C#N)cc2)nc(NCc2ccccc2)n1 | 1% | -0.4% | 5% | 12% | -5% | 3% | ? | -1% | -23 | ? | -2%
O=C(Nc1ccc(Nc2ccccc2)cc1)c1cc([N+](=O)[O-])ccc1Cl | -20% | 14% | nt | -5% | ? | 2% | ? | -4% | 19 | ? | 3%
CC(=O)c1c(C)[nH]c(C(=O)OCC(=O)Nc2ccc3[nH]c(=O)[nH]c3c2)c1C | 4% | -1.5% | 3% | -4% | 2% | -2% | 0% | ? | 0 | 12% | -9%
Cc1cc(NS(=O)(=O)c2ccc(NC(=O)C(CC(C)C)N3C(=O)c4ccccc4C3=O)cc2)nc(C)n1 (configuration not stated) | -3% | -0.5% | 1% | -1% | nt | 2% | 0% | 2% | -2 | -9% | -7%
CCOc1ccccc1/C=N/NC(=O)c1ccc(Cn2cc([N+](=O)[O-])cn2)o1 | 1% | -0.4% | 3% | 3% | 9% | -1% | -12% | -4% | -14 | 1% | -4%
COc1cc2c3c(c1)/C(=C1/SC(NC(C)=O)=NC1=O)C(=O)N3C(C)(C)C=C2C | -25% | 0.0% | 4% | 20% | 2% | 0% | -9% | 15% | -3 | ? | -3%
NNc1ccc(Cl)nn1 | 10% | ? | 2% | -9% | -3% | 1% | ? | -11% | -3 | ? | -5%
O=C(NCCCO)c1ccc2nc(-c3ccco3)c(-c3ccco3)nc2c1 | -4% | 0.0% | nt | -4% | -8% | -2% | ? | -17% | 11 | -3% | -3%
Cc1nc(CNC(=O)CC2C(=O)NCCN2Cc2ccoc2)nc2c1CCCC2 (configuration not stated) | 0% | -0.2% | -15% | -5% | 7% | -3% | -3% | -2% | 9 | ? | -4%
O=C(NNC1CC(=O)N(c2ccc(Cl)cc2)C1=O)c1ccccn1 (configuration not stated) | 12% | -0.1% | 4% | -1% | 10% | 3% | -13% | 2% | -3 | -3% | 1%
COc1ccc(-c2coc3cc(OC4OC(CO)C(O)C(O)C4O)cc(O)c3c2=O)cc1 (configuration not stated) | -14% | -0.3% | 0% | -1% | ? | -1% | ? | -2% | 1 | ? | -3%
Cc1ccc(SCCNC(=S)Nc2ccc(C)cc2C)cc1 | 3% | 0.1% | -7%[46.1 µM] | ? | 13% | -1% | 0% | 0% | 5 | -3% | -4%
O=C(Nc1cccnc1)c1cc(-c2cccnc2)nc2ccc(Br)cc12 | -2% | -0.7% | 0% | 4% | nt | -1% | -9% | -1% | -7 | ? | -9%
Cc1cc(NC(=O)CSc2nc3ccccc3c(=O)n2C(C)c2ccccc2)no1 (configuration not stated) | 1% | 0.2% | 4% | 3% | -6% | -11% | -16% | -4% | 6 | -25% | -3%
CCN1CCC(N2CCN(c3ccc(Cl)cc3)CC2)CC1 | -3% | 0.2% | -3% | -1% | 9% | -1% | 3% | -1% | -1 | 8% | 4%
Cc1nn(-c2ccccc2)c2nc(C(F)(F)F)[nH]c(=O)c12 | 2% | 0.0% | 6%[46.1 µM] | -21% | 0% | 2% | 17% | -4% | -7 | -5% | -10%
CCOC(=O)c1ccc(Nc2ncccc2[N+](=O)[O-])cc1 | 9% | -0.2% | 12% | 8% | -2% | -1% | 8% | -8% | -1 | ? | -2%
Cc1cccc(OCCCn2c(=O)oc3ccc(C)cc32)c1 | -6% | -0.9% | -1% | 23% | 2% | 5% | 2% | 3% | -21 | 26% | 1%
COc1ccc(Cl)cc1NC(=O)Nc1ccccc1C(N)=O | -8% | -0.1% | -4% | -2% | 3.2µM* | -1% | ? | -1% | -32 | 0% | -1%
CN(CC(=O)NC1CCCCCCC1)S(=O)(=O)c1cnc[nH]1 | 14% | -0.3% | 0% | -6% | 3% | 3% | 1% | -3% | -2 | 15% | -2%
Cc1c(C(C)C)c(=O)n(-c2ccc(S(=O)(=O)NC3CC3)cc2)n1C | 0% | -1.1% | -6% | 2% | 4% | 0% | 4% | 0% | -3 | ? | -6%
Cc1c(Cc2ccc3c(c2)OCO3)sc(NC(=O)c2cccc3ccccc23)c1C(N)=O | -1% | -0.1% | 0% | ? | ? | 0% | -6% | 1% | -9 | 1% | -1%
CNC(=O)c1cccc(N2CCCC2=O)c1 | 19% | -0.2% | 8% | -9% | 1% | 3% | 5% | -2% | 26 | 15% | -3%
NS(=O)(=O)c1ccc(CCNC(=O)C(=O)NCC2OCCN2S(=O)(=O)c2cccs2)cc1 (configuration not stated) | 10% | -0.2% | -4% | 2% | 8% | -1% | -1% | -7% | 4 | 9% | 0%
Cn1cc(Br)c(C(=O)Nc2ncc(Br)s2)n1 | -3% | 0.1% | -11% | 2% | 1% | 0% | 9% | -2% | 10 | ? | 0%
O=C(NNC(=O)c1cc2ccccc2o1)c1ccc(Cl)cc1 | 3% | -0.2% | 0% | -2% | 2% | 6% | ? | -13% | -3 | 6% | -1%
